High-throughput results (PubChem)
tuberculosis growth: growth inhibition of non-replicating M. tuberculosis (AID 488890); Mycobacterium tuberculosis non-replicating, growth inhibition; higher % means a stronger effect; one-dose inhibition, % at 25 µM; IC50 in µM for titrated hits; 320,000 tested, 0.39% active; in the data active = a potency from the dose series; inconclusive = inhibition mostly from about 82% at the one dose, without a potency; inactive = the rest, 99 in 100 with inhibition below about 76%;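 also: plate controls were DMSO cells for no effect and high antibiotic wells for full effect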
influenza NS1A: H1N1 influenza NS1A inhibitors, functional cell based assay (AID 504329). NS1A functional cell-based assay, percent inhibition; higher % means a stronger effect. inhibition, % at 12.5 µM, or IC50 in µM where a hit was titrated. 340,000 tested, 0.3% active; in the data active = a potency from the dose series; inconclusive = inhibition above about 27% without an active follow-up result; also: strong numbers were not always called active
VEEV TC-83 Vero: inhibitors of VEEV TC-83 cytopathic effect, confirmation, Vero cells (AID 588727) | Vero cells, VEEV TC-83 cytopathic effect inhibition; higher % means a stronger effect | one-dose inhibition, % at 20 µM; IC50 in µM for titrated hits | 350,000 tested, 0.13% active; in the data active = a potency from the dose series; inconclusive = inhibition mostly from about 14% at the one dose, without a potency; inactive = the rest, 99 in 100 with inhibition below about 12%; also: strong numbers were not always called active
M. tuberculosis HTS: M. tuberculosis growth inhibition, HTS (AID 449762). one-dose inhibition, % at 25 µM; IC50 in µM for titrated hits. M. tuberculosis H37Rv growth inhibition, 7H9 media; higher % means a stronger effect. 330,000 tested, 0.59% active; in the data active = a potency from the dose series; inconclusive = inhibition above about 70% without an active follow-up result;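 also: bacterial growth assessed after seven days of incubation; strong numbers were not always called active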
Salmonella PhoP GFP: Inhibition of PhoP regulon, Salmonella typhi GFP reporter cells, confirmation, 4 h (AID 1850). Salmonella Typhi PhoP-promoter GFP reporter, fluorescence, 4 h; higher % means a stronger effect. inhibition, % at 50 µM; hits with a dose series show IC50 in µM. 310,000 tested, 0.33% active; in the data active = a potency from the dose series; inconclusive = inhibition mostly from about 25% at the one dose, without a potency; inactive = the rest, 99 in 100 with inhibition below about 19%;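 also: 0% = induced wells with vehicle and 100% = uninduced wells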
VEEV TC-83 Vero 10K pilot screen: second read-out of VEEV TC-83 Vero, no call of its own (marks repeat the call); inhibition, %; measured here: 10K pilot screen inhibition
* marks the source's active call; other numbers are inactive results; i = inactive; u = inconclusive; x = no result given; & = joins results of further samples.

SMILES | tuberculosis growth | influenza NS1A | VEEV TC-83 Vero | M. tuberculosis HTS | Salmonella PhoP GFP | others
Cc1nn2c(=O)cc(CSCC(=O)Nc3ccccc3Cl)nc2s1 | 6% | 9% | 0.7% | 3% | 5%
Cc1nc(SCc2ccc(Cl)c(Cl)c2)ncc1C(=O)O | 78% | -10% | 3.5% | -6% | 6%
Cc1cc(C(=O)N2CCCC(N3CCN(c4cccc(C(F)(F)F)c4)CC3)C2)no1 (stereo unspecified) | -3% | -3% | 1.6% | -12% | -6%
Cn1nc(C(=O)Nc2cc(Cl)ccc2N2CCCC2)c2ccccc2c1=O | 40% | -1% | 0.3% | 2% | x
CCn1c(=O)n(CC)c2cc(N)ccc21 | 0% | 0% | 1.7% | -5% | 10%
COc1cc(-c2ccc(Nc3ccccc3C(=O)O)c(OC)c2)ccc1Nc1ccccc1C(=O)O | x | 17% | 0.6% | x | x
COc1ccc(CN2CCCC(C(=O)c3ccc4c(c3)OCO4)C2)c(F)c1 (stereo unspecified) | 41% | 1% | 2.0% | 4% | -8%
CCC(COC(=O)NC)NC(=O)Oc1ccccc1 (stereo unspecified) | -5% | 3% | i | -1% | 10%
O=C(NCCc1ccco1)C(=O)NCC1CCCN1S(=O)(=O)c1ccccc1 (stereo unspecified) | 18% | -1% | 10% | -2% | 0%
COc1ccc(-c2cc(C(F)(F)F)nc(N3CCCCC3)n2)cc1OC | -7% | 5% | 10% | -1% | -4%
Cc1ccc(O)c(NC(=S)NC(=O)c2ccccc2Cl)c1 | u | 2% | 0.5% | u | -11%
Cc1cc(OC(=O)c2ccc(S(=O)(=O)N3CCOCC3)cc2)c([N+](=O)[O-])c(=O)[nH]1 | x | 3% | 0.1% | x | x
COc1cc2ccccc2cc1C(=O)Nc1ccc(Cc2ccncc2)cc1 | 48% | -6% | i | 2.3µM* | 1%
COc1ccc(/C=N/Nc2cc(C)nc(N)n2)cc1 | x | 4% | 3.4% | 3% | 8%
COc1cccc(CN2CCN(S(=O)(=O)c3ccc(Br)cc3)CC2)c1 | -5% | 0% | i | 3% | 4%
CCOC(=O)CSc1nnc(-c2ccc(NS(=O)(=O)c3ccc(C)cc3)cc2)o1 | u | -3% | 0.7% | u | 11%
O=C(NCc1ccccc1CN1CCCC1)c1cccc(N2CCCC2=O)c1 | 15% | -9% | 0.6% | -2% | x
COc1ccc(S(=O)(=O)N/N=C(/C)c2ccncc2)c(OC)c1 | -1% | 10% | 1.4% | 0% | -9%
COCCCNC(=O)Cn1c(=O)n(CCCCCC(=O)NCc2ccc3c(c2)OCO3)c(=O)c2sccc21 | -3% | 12% | 1.7% | -2% | 13%
Clc1ccc(SCc2csc(N3CCOCC3)n2)cc1 | 50% | -5% | 4.6% | 5% | 5%

An excerpt from above in order of molar mass, lowest first.
SMILES | tuberculosis growth | influenza NS1A | VEEV TC-83 Vero | M. tuberculosis HTS | Salmonella PhoP GFP | others
Clc1ccc(SCc2csc(N3CCOCC3)n2)cc1 | 50% | -5% | 4.6% | 5% | 5%
O=C(NCc1ccccc1CN1CCCC1)c1cccc(N2CCCC2=O)c1 | 15% | -9% | 0.6% | -2% | x
Cc1nn2c(=O)cc(CSCC(=O)Nc3ccccc3Cl)nc2s1 | 6% | 9% | 0.7% | 3% | 5%

(more compounds)
SMILES | tuberculosis growth | influenza NS1A | VEEV TC-83 Vero | M. tuberculosis HTS | Salmonella PhoP GFP | others
CCCCOCCCNC(=O)CN1C(=O)c2ccccc2C1=O | -22% | -2% | 1.0% | -6% | -9%
Nc1ccn([C@@H]2O[C@H](CO)[C@@H](O)[C@@H]2O)c(=O)n1 | -10% | 2% | i | -2% | -2%&1%
CC(=O)OC[C@]12CC[C@H]3[C@@](C)(CC[C@H]4C(C)(C)CCC[C@]34C)[C@@H]1C[C@H](C1=CC(=O)O[C@@H]1OC(C)=O)O2 | 31% | x | x | 5% | x
CCOc1ccc(N(CC(=O)N2CCN(c3ccccc3OC)CC2)S(=O)(=O)c2ccc(F)cc2)cc1 | -1% | -2% | 6.0% | 12% | -5%
Cc1ccc(N2C(=O)C3C4C=CC(CC4)C3C2=O)cc1Cl (stereo unspecified) | 1% | -4% | i | -1% | -4%
CN(C(=O)c1ccc(NC(=O)Cc2ccc(NC(=O)C3CCN(C(=O)C4CCCCC4)CC3)cc2)cc1)C1CCCC1 | x | -8% | i | x | x
CC1(C)CC2CC(C)(CN2S(=O)(=O)c2ccc(C(=O)Nc3ccc(Cl)c(S(=O)(=O)N4CCOCC4)c3)cc2)C1 (stereo unspecified) | -4% | 18% | 0.6% | -6% | -13%
Cc1ccc(Nc2nc(-c3ccc(S(=O)(=O)N4CCOCC4)cc3)cs2)cc1 | 11% | 23% | 7.0% | 4% | -15%
O=c1cc(O)c2ccccc2n1Cc1ccccc1Cl | 13% | 0% | 2.1% | -3% | -3%
CCCCCC(=O)N1CC2(C)CN(C(=O)CCCCC)CC(C)(C1)C2=O | -7% | 0% | 1.2% | -8% | 0%
CCOc1ccc(NC(=O)C2CCN(C(=O)NC3CCCCC3)CC2)cc1 | -12% | 9% | 6.4% | 52% | -4%
O=C(Nc1ccccc1)c1cccn(Cc2ccccc2)c1=O | 7% | 2% | 2.1% | 42% | 10% | VEEV TC-83 Vero 10K pilot screen=0.4
COc1ccc2cc1Oc1ccc(cc1)C[C@H]1c3cc(c(OC)cc3CCN1C)Oc1c(OC)c(OC)cc3c1[C@H](C2)N(C)CC3 | 40% | 8% | 2.3% | -3% | 2%
O=C(CSc1nc2ccccc2s1)N/N=C/c1ccc(C(=O)O)cc1 | 15% | 9% | 1.0% | 4% | -1%
CC1=C(C(=O)NC2CCCCC2C)C2(CCC(C)CC2)OC1=O (stereo unspecified) | 7% | -6% | 0.2% | -7% | 1%
CCOc1ccccc1CNCCOC | 6% | -13% | i | -7% | -10%
COc1oc(-c2ccccc2C)nc1C(F)(F)F | -8% | -1% | 4.8% | -6% | -7%
COC(=O)CCSCc1cn2cc(Cl)ccc2n1 | i | 3% | 0.2% | -3% | -5%
Clc1cccc(/C=N\Nc2nccs2)c1 | i | -7% | 0.4% | u | 19µM*
Cc1noc(C)c1COc1ncnc2ccccc12 | -11% | -1% | 1.2% | -3% | 5%
COc1ccc(C(=O)Nc2cccc(-c3nc4ncccc4o3)c2C)cc1OC | -8% | -12% | 1.4% | -2% | -15%
O=C1C2CCN(CC2)C1Cc1ccc(OCCOc2ccccc2)cc1 (stereo unspecified) | 7% | -13% | 0.1% | 24% | -15%
N#Cc1ccc(-c2cccs2)nc1SCc1cccnc1 | 6% | x | 0.4% | 7% | -12%
CCc1cccc(CC)c1NC(=O)c1cccc(N)c1 | 1% | 22% | 1.0% | 6% | -1%
CC(C)(C)c1ccc(NC(=O)NC2CCCc3ccccc32)cc1 (stereo unspecified) | -1% | -21% | 1.6% | -5% | -15%
CC(Oc1ccccc1)C(=O)N=C1SC2CS(=O)(=O)CC2N1c1ccc(F)cc1 (stereo unspecified) | 0% | 0% | 1.5% | 3% | -20%
O=C1OC(c2ccc(Cl)cc2)=N/C1=C\c1cccnc1 | u | -5% | 0.2% | 5% | -5%
CCOc1cc(NC(=S)NCCCN2CCOCC2)c(OCC)cc1NC(=O)c1ccc(C)cc1 | 25% | 11% | 2.0% | 2% | -4%
Cc1c(/C=N/NC(=O)C(NC(=O)c2ccc3c(c2)OCO3)C(C)C)c2ccccc2n1C (stereo unspecified) | 6% | -2% | 2.3% | -1% | -2%
CC(C)(SC(=S)N1CCCCCC1)C(=O)O | x | -7% | 0.3% | 1% | 7%
COc1ccccc1NC(=O)CSc1nnc(C)n1CC1CCCO1 (stereo unspecified) | 3% | -10% | i | 1% | 2%
COC(C(=O)Nc1c(F)cccc1F)c1ccccc1 (stereo unspecified) | -10% | -10% | 0.1% | 2% | 3%
O=C(CSc1nc2ccccc2o1)NCc1ccco1 | u | 2% | 2.2% | 10% | -2%
CNC(=O)C1CCN(S(=O)(=O)c2c(C)noc2/C=C/N(C)C)CC1 | 40% | 6% | 0.7% | 1% | -11%
COc1ccc(Cn2c(=O)[nH]c3cc(C(=O)N4CCN(c5ccccc5OC)CC4)ccc3c2=O)cc1 | 5% | 9% | 2.8% | 61% | 14%
Cc1cccc(C(=O)Nc2cccc(Br)c2)c1[N+](=O)[O-] | 27% | -7% | i | 0% | -6%
COc1ccc(OC)c(NC(=O)CCS(=O)(=O)c2cc3c(cc2C)NC(=O)CO3)c1 | 10% | 6% | 0.9% | -11% | 1%
Cc1cc(C(=O)N2CCN(S(=O)(=O)c3ccccc3)CC2)c(C)o1 | -8% | -3% | 4.5% | -1% | -2%
CCCNC(=O)CSC1=N/C(=C/c2ccc(F)cc2)C(=O)N1CC | -4% | 16% | i | 7% | 0%
CC(C)CN1C(=O)c2ccc(C(=O)NCc3ccc4c(c3)OCO4)cc2C1=O | 21% | 4% | 6.4% | -3% | 1%
O=C(NCCN1CCNC1=O)C1CCC(=O)N(Cc2cccc(C(F)(F)F)c2)C1 (stereo unspecified) | -6% | 7% | 1.4% | 5% | -23%
CC1CCN(C(=O)CSc2nnc(Cc3ccccc3)o2)CC1 | -29% | 1% | 1.0% | -8% | 0%
CN(C)CCNC(=O)C(c1ccccc1)c1ccccc1 | -10% | 10% | i | 1% | 2%
COc1ccccc1N1CCN(CCc2ccccc2)CC1 | -11% | -2% | i | 2% | -5%
O=C(NCCO)c1cc2ccccc2cc1O | 14% | 6% | 4.5% | -3% | -3%
Cc1cc2cc3c(cc2nc1SCC(=O)Nc1ccccc1)CCC3 | -8% | -10% | i | 6% | 0%
Cc1sc2ncnc(Sc3ccccc3C(=O)Nc3ccc(C#N)cc3)c2c1C | 10% | 1% | 9.5% | 3% | -4%
CCS(=O)(=O)N1CCC(N2CCN(c3ccccc3)CC2)CC1 | -5% | -5% | i | -2% | 1%
COc1ccccc1CNS(=O)(=O)c1ccc(-n2cnnn2)c(C)c1 | 4% | 4% | 2.1% | 2% | 7%
COc1ccccc1NS(=O)(=O)c1cc(NC(=O)Nc2ccccc2)ccc1N1CCCCC1 | 27% | 4% | 4.8% | -5% | -5%
O=C(NC(=S)N1CCCCC1c1cccnc1)c1ccc(F)cc1 (stereo unspecified) | -7% | -8% | 2.6% | 5% | 6%
CC1CC2(CCCC2)N(C(=O)c2ccccc2)Cc2ccccc21 (stereo unspecified) | 58% | 2% | i | 2% | 0%
Cc1nnc(SCC(=O)NNC(=O)C(C)C)[nH]c1=O | 2% | -9% | 0.7% | -3% | -7%
O=C(Nc1ccc(N2CCN(C(=O)c3ccccc3)CC2)c(Cl)c1)c1ccc(Br)o1 | x | 2% | 9.8% | x | -5%
COc1ccc(NC(=S)/N=C(\N)Nc2nc(C)c3ccccc3n2)cc1 | -1% | 4% | 7.2% | 4% | 6%
CC(c1ccco1)N(C(=O)C12CC3(C)CC(C)(CC(C)(C3)C1)C2)c1ccccn1 (stereo unspecified) | 8% | 0% | 0.1% | 1% | 0%
COc1ccc(Cl)c(OC)c1C(=O)NC(=O)Nc1nc(C)nc(C)n1 | 26% | -8% | 10% | 3% | -10%
Cc1ccc(OCC(=O)N/N=C/c2cccn2C)cc1C | 24% | 13% | 2.9% | -9% | 1%
O=C(COC(=O)CNC(=O)c1ccccc1Cl)NC1CCCC1 | -5% | 0% | 1.3% | -6% | x
COC(=O)c1c(N2C(=O)CC(Sc3ccccc3C(=O)O)C2=O)sc2c1CCCC2 (stereo unspecified) | 22% | -13% | 1.1% | -6% | -3%

The last 4 records of the part above come first, to join the parts:
SMILES | tuberculosis growth | influenza NS1A | VEEV TC-83 Vero | M. tuberculosis HTS | Salmonella PhoP GFP | others
COc1ccc(Cl)c(OC)c1C(=O)NC(=O)Nc1nc(C)nc(C)n1 | 26% | -8% | 10% | 3% | -10%
Cc1ccc(OCC(=O)N/N=C/c2cccn2C)cc1C | 24% | 13% | 2.9% | -9% | 1%
O=C(COC(=O)CNC(=O)c1ccccc1Cl)NC1CCCC1 | -5% | 0% | 1.3% | -6% | x
COC(=O)c1c(N2C(=O)CC(Sc3ccccc3C(=O)O)C2=O)sc2c1CCCC2 (stereo unspecified) | 22% | -13% | 1.1% | -6% | -3%
COc1ccc(-c2cc3nnc(-c4ccccc4)nc3s2)cc1 | -2% | 5% | 4.7% | 5% | -3%
Cc1ccc(/C(O)=C2/C(=O)C(=O)N(CCN3CCOCC3)C2c2ccccn2)cc1 (stereo unspecified) | -5% | 6% | i | 0% | -2%
Cc1cc(F)ccc1NCc1ccc([N+](=O)[O-])cc1 | 17% | 9% | 2.8% | 0% | -3%
Cc1ccccc1N1CCN(Cc2nc(Cc3ccccc3)no2)CC1 | 43% | 10% | 0.7% | 7% | 3%
